HSP90 refold inh = blocks HSP90-mediated luciferase refolding in reticulocyte lysate | Rabbit reticulocyte lysate, luciferase refolding luminescence, 3 h | inhibition, % at 5.6 µM | 290,000 compounds, 0.91% hits | AID 1789;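 active means inhibition above the screen-wide mean plus 3 SD, computed separately per campaign, cut at about 16% in these data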;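 further: 0% = DMSO wells and 100% = 60 µM geldanamycin wells; inhibitors lower the luminescence because luciferase stays unfolded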
IEC-6 cytotox = counter-screen for KLF5 inhibitors: cytotoxicity in IEC-6 cells. 290,000 compounds, 0.78% hits. IEC-6 cytotoxicity, luminescence viability. inhibition, % at 5 µM; in the data active means inhibition above about 22%;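 further: 0% = plate median of test compound wells and 100% = cytotoxic reference compound wells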
KLF5 inh = inhibitors of KLF5 expression. DLD-1 KLF5 promoter-luciferase reporter, luminescence. inhibition, % at 5 µM. 290,000 compounds, 0.23% hits. AID 1700;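 active means inhibition above a per-plate limit of that plate's mean compound inhibition plus 3 SD, cut at about 60% in these data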;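 further: 0% = DMSO wells and 100% = LY294002 at 200 µM; higher means less KLF5 promoter-driven luciferase light; inactives centre near -14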
HSF1 inh = HSF1 inhibition | 300,000 compounds, 0.77% hits | AID 2098 | activity change, negative = inhibition, % at 7.5 µM (by protocol) | NIH3T3-HGL HSE-luciferase, MG132-induced, luminescence 8 h; active compounds read low;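 active means more than half of replicate wells show activity change below -50%, luminescence cut by over half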;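 further: luciferase reports HSF-1 transcriptional activity via heat shock element; 0% = median of DMSO wells and -100% = zero luminescence signal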
HSF1 activator = increases HSF-1 driven luciferase reporter signal. activation, % at 9 µM. NIH3T3-HGL HSF-1 luciferase reporter, MG132, 8 h; 100% = twice DMSO control signal. 300,000 compounds, 1.7% hits. AID 504408;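 active means mean replicate activation of at least 50% with a set share of replicates each reaching 50%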;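 further: 0% = median of the neutral control wells and 100% = twice that signal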
Numbers without * were called inactive; . = not tested or not shown. A portion of the library, so the mix of outcomes need not match the whole.

SMILES | HSP90 refold inh | IEC-6 cytotox | KLF5 inh | HSF1 inh | HSF1 activator
COc1ccc(-c2nn(-c3ccccc3)cc2/C=N/Nc2cccc(C(=O)O)c2)cc1 | 2.6 | 0.9 | -59.0 | . | .
O=c1c2ccccc2oc2nc3ccn(Cc4ccncc4)c(=O)c3cc12 | 2.5 | 7.1 | -4.5 | . | .
CCN1CCN(c2nc3ccccc3nc2C(C#N)C(=O)OC2CCCCC2)CC1 (stereo not drawn) | -2.4 | 0.2 | -41.0 | . | .
CC1CC(NC(=O)CCn2c(=O)oc3ccccc32)CC(C)(C)C1 (stereo not drawn) | -3.8 | -1.9 | 4.1 | . | .
N#Cc1ccccc1NC(=O)COC(=O)/C=C/c1cn(-c2ccccc2)nc1-c1ccc(Cl)cc1 | 0.0 | 2.4 | -16.8 | . | .
Cc1ccc(C(C(=O)NC(C)(C)C)N(Cc2ccco2)C(=O)CCC(=O)Nc2nccs2)cc1 (stereo not drawn) | 1.2 | -0.9 | -19.0 | . | .
COc1cc(OC)cc(-c2nnc(SCC(=O)Nc3cc(C)on3)o2)c1 | -2.2 | -5.3 | -18.6 | . | .
CCOC(=O)c1ccc2[nH]c(C)c(CN3CCN(C)CC3)c(=O)c2c1 | 2.4 | -4.1 | -42.9 | . | .
COc1cc(/C=C2\SC(=O)N(c3ccc(Cl)cc3)C2=O)cc([N+](=O)[O-])c1O | 66.4* | 2.5 | -16.3 | . | .
COCCCNC(CC(=O)Nc1ccccc1C(=O)OC)C(=O)O (stereo not drawn) | 3.4 | -6.4 | -28.2 | . | .
C/C(CC(=O)Nc1ccc(C)c(Cl)c1)=N\NC(=O)c1ccncc1 | 1.2 | 2.6 | -17.1 | . | .
Cc1onc(-c2c(Cl)cccc2Cl)c1-c1nc2cc(Cl)ccc2c(=O)o1 | -0.2 | 6.8 | -4.6 | . | .
CC1=CC2=NC(=O)/C(=C\c3ccc(-c4ccc(Cl)cc4)o3)C(=N)N2O1 | 6.9 | 4.7 | -37.2 | . | .
O=C(O)C1CCCN1S(=O)(=O)c1cccs1 (stereo not drawn) | -3.0 | -1.7 | -33.3 | . | .
Clc1ccc(Cc2nn3c(-c4ccncc4)nnc3s2)cc1 | -2.3 | -0.1 | -30.8 | . | .
Cc1ccnc(SCCn2c(N3CCCCC3)nc3c2c(=O)[nH]c(=O)n3C)n1 | -4.1 | 1.2 | 12.2 | . | .
COc1ccc(S(=O)(=O)N(CCCN2CCCC2=O)Cc2cc3c(C)cc(C)cc3[nH]c2=O)cc1 | -1.1 | -1.0 | 7.4 | . | .
Cn1/c(=N/N=C/c2ccccn2)sc2ccccc21 | -1.3 | 2.7 | -124.2 | . | .
O=C(O)c1ccc(NS(=O)(=O)c2ccc3c(c2)C2C=CCC2C(c2ccccc2F)N3)cc1 (stereo not drawn) | 1.6 | -14.6 | -7.4 | . | .
CCOc1ccc(N(CC(=O)NC(C)CC)S(=O)(=O)c2c(C)noc2C)cc1 (stereo not drawn) | 1.6 | 5.2 | -1.5 | . | .
Cc1cc(C)nc(-n2nc(C)c3c(C)c(C)c(C)nc32)n1 | 0.7 | -5.3 | -65.3 | . | .
Cc1ccc2nc3c(cc(C#N)c(=N)n3CCCN3CCOCC3)c(=O)n2c1 | -0.6 | -6.7 | -26.6 | . | .
COc1ccc(/C(N)=N/OC(=O)CN(C)S(=O)(=O)c2ccc(C)cc2)cc1 | 2.4 | 0.5 | -4.7 | . | .
O=C1CC(NNc2ccccc2)C(=O)N1c1ccc(N2CCCCC2)cc1 (stereo not drawn) | 0.4 | 1.1 | 5.9 | . | .
COc1cccc(/C=N/N2C(=O)C3C4c5ccccc5C(c5ccccc54)C3C2=O)c1OC (stereo not drawn) | -2.7 | -1.8 | -26.0 | . | .

A different layout for part of the listing above.
smiles	HSP90 refold inh	IEC-6 cytotox	KLF5 inh	HSF1 inh	HSF1 activator
Cn1/c(=N/N=C/c2ccccn2)sc2ccccc21	-1.3	2.7	-124.2	.	.
O=C(O)c1ccc(NS(=O)(=O)c2ccc3c(c2)C2C=CCC2C(c2ccccc2F)N3)cc1 (stereo not drawn)	1.6	-14.6	-7.4	.	.
CCOc1ccc(N(CC(=O)NC(C)CC)S(=O)(=O)c2c(C)noc2C)cc1 (stereo not drawn)	1.6	5.2	-1.5	.	.

Other records follow.
SMILES | HSP90 refold inh | IEC-6 cytotox | KLF5 inh | HSF1 inh | HSF1 activator
COC(=O)[C@@]1(Cc2ccc(OC)cc2)[C@H]2c3cc(C(=O)N4CCCC4)n(CCN4CCNC4=O)c3C[C@H]2CN1C(=O)c1ccccc1 | 1.3 | 7.7 | 1.9 | . | .
COc1ccc(NC(=O)c2cc(-c3cccnc3)nc3ccc(C)cc23)cc1OC | -3.5 | -4.6 | -26.9 | . | .
CC(C)OC(=O)CCC/C=C\C[C@@H]1[C@@H](CC[C@@H](O)CCc2ccccc2)[C@H](O)C[C@@H]1O | 6.5 | 6.0 | -14.0 | . | .
O=[N+]([O-])c1cc(S(=O)(=O)N2CCCCCC2)ccc1Cl | 2.2 | 21.8 | 11.2 | . | .
CCOc1cc(/C=C(/C#N)c2ccc(Cl)cc2)cc(Cl)c1OCC(=O)O | -1.7 | -4.0 | -19.7 | . | .
CN1/C(=C/c2cc[n+](C)c3ccccc23)C=Cc2ccccc21 | 4.0 | -2.5 | 10.8 | . | .
Cc1ccc(NC(=O)CN2C(=O)S/C(=C/c3ccc(-c4cccc(C(=O)O)c4)o3)C2=O)cc1 | 0.4 | 2.6 | -18.6 | . | .
O=C(O)CN1C(=O)/C(=C/c2ccc(SCc3ccccc3)o2)SC1=S | 6.9 | -28.5 | 3.1 | . | .
O=C(Nc1ccc(F)c([N+](=O)[O-])c1)c1ccc2c(c1)C(=O)OC2=O | -0.2 | -3.4 | 7.9 | . | .
Cc1ccc(C(=O)Oc2oc(-c3ccco3)nc2C=Nc2ccccc2)cc1 | -0.5 | 2.9 | -96.5 | . | .
Cc1nc(NC2=NCN(C3CCCCC3C)CN2)nc2ccccc12 (stereo not drawn) | -0.4 | 5.6 | 15.8 | . | .
CCOC(=O)C1=C(O)/C(=C/c2ccc(C)o2)SC1=NC(=O)c1ccccc1C | -2.3 | 2.3 | -11.2 | . | .
O=C(CN1CCN(Cc2ccccc2)CC1)c1ccc(Br)cc1 | -2.5 | 2.1 | -17.9 | . | .
CN(C)CCNC(=O)Cc1c(C(=O)O)n(C)c2ccccc12 | 6.5 | 6.0 | -5.7 | . | .
CCOC(=O)C(CC)Sc1nc(-c2ccc(OC)cc2)nc2c1c(=O)n(C)c(=O)n2C (stereo not drawn) | 3.6 | 1.6 | -10.5 | . | .
CCSc1nnc2n(N)c(=O)c3ccccc3n12 | -2.2 | -1.8 | -2.5 | . | .
Cc1ccc(SCC(=O)NC(=O)NCc2ccco2)cc1C | 3.0 | 1.5 | -10.6 | . | .
CCn1cc(C(=O)OC(C)C(=O)Nc2c(C)n(C)n(-c3ccccc3)c2=O)c(=O)c2ccc(C)nc21 (stereo not drawn) | 0.5 | 4.1 | -31.3 | . | .
CC(C)N1C/C(=C/c2cccnc2)C(=O)/C(=C/c2cccnc2)C1 | 4.1 | 2.5 | -0.1 | . | .
CCOC(=O)Cn1c(=O)c2c(nc(Br)n2Cc2ccccc2)n(C)c1=O | -1.3 | 0.6 | 10.5 | . | .
CC(=O)NC(NC(=S)Nc1c(C)n(C)n(-c2ccccc2)c1=O)C(Cl)(Cl)Cl (stereo not drawn) | 3.9 | 5.7 | -14.7 | . | .
O=C(O)CCC(=O)NC1CCCCC1NC(=O)CCC(=O)O (stereo not drawn) | -4.5 | -5.8 | 1.3 | . | .
Cn1c(=O)c2c(SCc3ccccc3)nc(-c3ccco3)nc2n(C)c1=O | 1.3 | 5.1 | -7.3 | . | .
CN(C)c1ccc(/C=C2\C(=O)N(c3ccc([N+](=O)[O-])cc3)N=C2N2CCOCC2)cc1 | 4.7 | -4.7 | -17.4 | . | .
O=C(O)c1cc(N2N=C(C(F)(F)F)/C(=C/C=C/c3ccco3)C2=O)ccc1Cl | -0.6 | -16.0 | -59.1 | . | .
(next part)
SMILES | HSP90 refold inh | IEC-6 cytotox | KLF5 inh | HSF1 inh | HSF1 activator
Cc1ccc(/C([O-])=C(/C(=S)NCc2ccccc2)[n+]2cccc(CO)c2)cc1[N+](=O)[O-] | -2.4 | -1.1 | -5.7 | . | .
C[C@@H]1CN(c2c(F)c(N)c3c(=O)c(C(=O)O)cn(C4CC4)c3c2F)C[C@H](C)N1 | 1.6 | 3.1 | -23.2 | . | .
COc1ccc2c(c1)O[C@@H](c1ccc3c(c1)OCO3)[C@H](OC(=O)Nc1cc(OC)c(OC)c(OC)c1)C2=O | -0.1 | 2.7 | -25.7 | . | .
CC(C)CC1N=C2c3ccccc3N=C(SCc3cc(=O)n4ccccc4n3)N2C1=O (stereo not drawn) | -0.6 | 2.8 | -2.6 | . | .
O=C1OCC2=C1C(c1ccc(F)cc1)c1cc3c(cc1N2)OCO3 (stereo not drawn) | 0.2 | 76.6* | 68.3* | . | .
Cc1cccc(NC(=O)CSc2nc(C)nc3c2c(=O)n(C)c(=O)n3C)c1 | -1.8 | -10.4 | -28.8 | . | .
CCN1CCN(c2ncc(C(=O)N3CCN(c4ccccc4OC)CC3)c3ccccc23)CC1 | 0.4 | 7.2 | 0.1 | . | .
COc1ccc(N2C(=O)N(Cc3cccc(F)c3)c3ccccc3S2(=O)=O)cc1 | 8.4 | 3.5 | 16.6 | . | .
O=C(O)/C(=C\c1ccc(-c2ccc(F)cc2)o1)c1ccccc1 | 0.2 | -0.3 | -21.5 | . | .
Cc1cc(C)c(S(=O)(=O)N2CCN(CCN3C(=O)c4cccc5cccc(c45)C3=O)CC2)cc1[N+](=O)[O-] | 1.4 | 0.8 | -32.7 | . | .
CCCSC1=N/C(=C\c2ccc([N+](=O)[O-])o2)C(=O)S1 | 1.4 | -17.2 | -34.5 | . | .
CCOCCCNC(=S)NCCCNc1nc2c(C)c(C)ccc2cc1C#N | 1.5 | 3.8 | -0.1 | . | .
CCN1CCN(Cc2nc3c(c(=O)n(C)c(=O)n3C)n2Cc2ccccc2Cl)CC1 | -0.8 | 3.2 | -11.6 | . | .
CCOC(=O)C1=C(c2ccccc2)N2CCN=C2S1 | 2.1 | 9.1 | -11.7 | . | .
Cc1ccc(N2C(=O)[C@@H]3[C@H](C2=O)C2c4ccccc4C=CN2[C@@H]3C(=O)c2ccco2)cc1 (stereo partly drawn) | 10.0 | -3.9 | -66.8 | . | .
O=C1[C@@H]2Cc3c([nH]c4ccccc34)[C@@H](c3ccccc3)N2C(=O)[C@@H]2Cc3c([nH]c4ccccc34)[C@@H](c3ccccc3)N12 | 2.5 | -4.2 | 9.2 | . | .
COc1cc2nc(=S)n(CCCN3CCOCC3)c(N)c2cc1OC | 1.6 | 3.9 | -0.1 | . | .
COc1ccc(-n2c3c(cc(C(=O)Nc4ccc5c(c4)C(=O)NC5=O)c2=O)C(=O)CCC3)cc1 | -1.6 | -4.4 | -15.7 | . | .
CCn1c(SCC(=O)N2CCN(c3ccccc3)CC2)nnc1-c1ccncc1 | -2.2 | -0.4 | -2.0 | . | .
COc1cc2[nH]c(=S)nc(NCc3ccccn3)c2cc1OC | 5.5 | 0.9 | -21.1 | . | .
CC(=O)c1c(C(C)=O)c(C)n(CCCCn2c(C)c(C(C)=O)c(C(C)=O)c2C)c1C | 0.4 | 3.7 | -21.7 | . | .
Clc1ccc(-c2c[n+](Cc3ccc(Cl)c(Cl)c3)c3n2CCC3)cc1 | 0.0 | -0.3 | -0.2 | . | .
Cc1ccc(-c2c(=O)n(OCc3ccccn3)c3ccccc3[n+]2[O-])cc1 | 2.0 | 0.3 | 6.7 | . | .
Cc1occc1-c1nnc(SCC(=O)NCc2cccs2)n1CC1CCCO1 (stereo not drawn) | 3.5 | -2.7 | -10.8 | . | .
Cc1cc(C)c2[nH]c(=O)c(CN(Cc3ccco3)C(=O)c3cccs3)cc2c1 | -0.3 | 5.7 | 18.4 | . | .
COc1cc(/C=C2\SC(=Nc3c(C)n(C)n(-c4ccccc4)c3=O)NC2=O)ccc1O | -3.0 | -0.2 | 12.5 | . | .
CC(C)(C)C(=O)[C@@H]1[C@@H]2C(=O)N(Cc3ccccc3)C(=O)[C@@H]2[C@H]2c3ccccc3C=CN12 | 1.6 | -7.6 | -18.4 | . | .
CCOC(=O)CSc1nnc2n(Cc3ccccc3)c(=O)c3c4c(sc3n12)CCC4 | -0.6 | -2.5 | -1.4 | . | .
COc1cc(/C=C(\C#N)c2nc3ccc(C)cc3[nH]2)cc([N+](=O)[O-])c1O | 0.6 | 1.3 | -8.0 | . | .
CCCC(=O)NC1=C(Cl)C(=O)c2ccccc2C1=O | . | . | . | 90.8* | 90.8*

Ordered by value in HSP90 refold inh (lowest first): 3 from the list above
| Molecule | HSP90 refold inh |
| --- | --- |
| Cc1ccc(/C([O-])=C(/C(=S)NCc2ccccc2)[n+]2cccc(CO)c2)cc1[N+](=O)[O-] | -2.4 |
| Cc1cc(C)c2[nH]c(=O)c(CN(Cc3ccco3)C(=O)c3cccs3)cc2c1 | -0.3 |
| CCCSC1=N/C(=C\c2ccc([N+](=O)[O-])o2)C(=O)S1 | 1.4 |

Compound activity (PubChem BioAssay)
